# Measles CPE: protection of cells from measles virus. Measles virus-infected cells, CPE protection, absorbance. 140,000 tested, 1.5% active. protection (pct of control), % at 4 µM; in the data active means protection mostly above about 24%, no sharp cut-off; inactive means mostly below about 26%; further: some compounds called inactive have numbers as strong as hits
# HCT116 PTEN-null: growth suppressors of cells with PTEN tumor suppressor deletion | HCT116 PTEN-null viability, CellTiter-Glo, 60 h; hits give low values | viability, % at 10 µM | 140,000 tested, 1.2% active | AID 827;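 active means viability at or below a set limit, 4 SD under the median of all tested compounds, cut at about 3.7% in these data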;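 further: PTEN knockout HCT116 line with beta catenin targeted HCT116 as companion control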
# Yeast lifespan up: yeast lifespan extension; AID 775; 130,000 tested, 0.68% active; S. cerevisiae growth with nicotinamide, OD615; deaD strain in restrictive glucose medium; inhibition of the nicotinamide effect, % at 10 µM;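 active means inhibition above a set limit, placed 3 SD over the median of all compounds, cut at about 26% in these data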;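 further: 0% = nicotinamide-treated wells and 100% = cells grown without nicotinamide; some compounds called inactive have numbers as strong as hits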
#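 System: DeaD-strain S. cerevisiae / Buffer or medium: CSMM-D, restrictive glucose (dextrose) synthetic minimal medium / Probe or stimulus: nicotinamide, 1.5 mM, co-present with compound / Compound: one concentration, 10 µM, DMSO 0.25% / Incubation: 48 h compound exposure at 30 °C, humidified / Technique: optical density (absorbance) at 615 nm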
# MRP-1 activ: activates MRP-1; H69AR cells + doxorubicin, viability rescue, CellTiter-Glo; viability increase, % at 10 µM; 140,000 tested, 0.61% active;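 active means viability gain under doxorubicin at or above a set limit, the compound median plus 3 SD, cut at about 4.7% in these data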;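 further: MRP-1 overexpressing cells given doxorubicin 25 µM after compound pretreatment; 18-22 h compound pretreatment then 72 h with doxorubicin before readout; 0% = doxorubicin-only wells and 100% = vehicle-treated cells without doxorubicin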
# Phagocyt inh: blocks phagocytosis by macrophages; J774A.1 macrophage IgG-bead phagocytosis, imaging; inhibition, % at 5 µM; 110,000 tested, 0.07% active;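 active means inhibition above the mean of the plate negative controls plus 5 SD, cut at about 13% in these data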;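 further: phagocytic index as fraction of beads internalized from green versus red external bead signal; plate controls were DMSO negative control for no effect and cytochalasin-D positive control for full effect; some results beyond the cut were filed as inactive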
# BB579 growth dn: chemicals that inhibit yeast BB579 growth in restrictive medium (lifespan-shortening candidates) | S. cerevisiae BB579 growth, OD615, 48 h | 140,000 tested, 0.51% active | inhibition, % at 10 µM;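 active means inhibition above a set limit, 3 SD over the mean compound inhibition, cut at about 44% in these data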; further: inactives centre near -24
#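 test system = yeast BB579 (DeaD) | buffer or medium = restrictive CSMM-D medium | doses = single compound dose of 10 µM, 0.25% DMSO final | times = 4 h preincubation and 48 h exposure at 30 °C | technique = culture absorbance at 615 nm | benchmarks = amphotericin B 10 µg/mL, positive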
# NPY-Y2 antag: NPY-Y2 (human) receptor antagonism | AID 793 | NPY-Y2 expressing cells, antagonist mode | inhibition, % at 2.7 µM | 140,000 tested, 0.99% active; in the data active means inhibition above about 17%;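 further: 0% = vehicle with agonist challenge and 100% = reference antagonist with challenge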
# Target sequence (P49146 whole entry, looked up): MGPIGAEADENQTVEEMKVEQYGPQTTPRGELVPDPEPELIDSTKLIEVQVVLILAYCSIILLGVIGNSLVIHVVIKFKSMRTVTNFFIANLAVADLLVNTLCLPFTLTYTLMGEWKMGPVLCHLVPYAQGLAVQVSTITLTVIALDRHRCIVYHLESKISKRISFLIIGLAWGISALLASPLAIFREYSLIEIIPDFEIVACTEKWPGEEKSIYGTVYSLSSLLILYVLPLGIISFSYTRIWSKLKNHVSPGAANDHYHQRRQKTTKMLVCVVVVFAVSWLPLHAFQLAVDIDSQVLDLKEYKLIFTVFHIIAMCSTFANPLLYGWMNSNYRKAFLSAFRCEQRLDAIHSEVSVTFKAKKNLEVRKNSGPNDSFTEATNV
# E-sel TNF inh: TNF alpha driven E-selectin expression inhibition; HUVEC TNFa-induced E-selectin immunofluorescence, high content; inhibition, % at 2 µM; 120,000 tested, 0.71% active; AID 1246;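 active means inhibition above the batch mean plus 3 SD, and confirmed as a hit on visual image review, cut at about 43% in these data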;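 further: 0% = TNF-stimulated DMSO wells and 100% = unstimulated control wells; not every result past the cut was called active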
# HCT116 bCat-KO: beta-catenin-lacking colon tumor cell growth suppression. HCT116 beta-catenin knockout viability, CellTiter-Glo, 60 h; hits give low values. viability, % at 10 µM. 140,000 tested, 1.5% active. AID 818;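 active means viability at or under a set limit, the compound median less 4 SD, cut at about 6% in these data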;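 further: 0% = Hyamine 1622 control at 20 µM and 100% = untreated cell control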
# GALR2 antag: GALR2 (human) receptor antagonism | 140,000 tested, 0.39% active | inhibition, % at 4 µM | O43603 | GALR2-expressing cells, antagonist mode | AID 828; in the data active means inhibition above about 27%;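 further: cells stimulated with galanin 1-16 at roughly its EC80; 0% = agonist challenge control and 100% = basal control without agonist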
# Target sequence (O43603 whole entry, looked up): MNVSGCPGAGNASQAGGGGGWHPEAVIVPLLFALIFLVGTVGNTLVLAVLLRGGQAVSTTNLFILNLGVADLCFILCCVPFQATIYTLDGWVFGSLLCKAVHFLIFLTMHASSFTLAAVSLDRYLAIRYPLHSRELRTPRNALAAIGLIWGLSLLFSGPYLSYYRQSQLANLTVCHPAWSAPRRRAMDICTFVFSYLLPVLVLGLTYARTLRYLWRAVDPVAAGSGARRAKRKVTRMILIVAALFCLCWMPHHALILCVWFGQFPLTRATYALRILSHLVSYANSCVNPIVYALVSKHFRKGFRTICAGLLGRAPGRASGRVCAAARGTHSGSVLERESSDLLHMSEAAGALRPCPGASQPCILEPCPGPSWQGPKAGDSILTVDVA
# Active calls of the source: *; . = no result given; & = joins results of further samples.
SMILES,Measles CPE,HCT116 PTEN-null,Yeast lifespan up,MRP-1 activ,Phagocyt inh,BB579 growth dn,NPY-Y2 antag,E-sel TNF inh,HCT116 bCat-KO,GALR2 antag
COC(=O)c1sccc1NC(=O)/C=C\c1ccc(Cl)cc1Cl,14,77,-14,-5.2,2,-39,6,-29,60,5
O=C(CNc1ccccc1)c1ccc([N+](=O)[O-])cc1,3,88,2,-1.4,-5,-21,-1,-13,95,-9
O=C(c1ccco1)N1CCN(C(=O)c2cnn3c(C(F)(F)F)cc(-c4cccs4)nc23)CC1,24,88,-15,-3.6,0,-42,8,1,86,2
O=C(CCNS(=O)(=O)c1cccc2nonc12)N1CCN(c2cccc(Cl)c2)CC1,11,58,-20,-4.0,0,-28,5,-11,64,5
O=C(CCN1C(=O)c2ccccc2C1=O)NC1=NCCS1,22,106,-7,0.2,-1,-52,-1,.,101,-2
Cc1c(Br)c([N+](=O)[O-])nn1CC(=O)N1CCCc2ccccc21,6,97,-3,-1.2,1,-14,-2,-35,87,-2
Cc1ccc(/C=C/C(=O)N2CCN(S(=O)(=O)c3c(C)c(C)cc(C)c3C)CC2)o1,13,72,-4,-2.8,-6,-15,8,.,67,6
Cc1cc2oc(=O)cc(CN3CCN(C/C=C/c4ccccc4)CC3)c2cc1O,2,2.8*,-7,-3.3,0,-26,-1,-2,2.3*,-6
COc1ccc(Cn2c(-c3ccc(C)cc3)c[n+]3ccccc23)cc1,5,16,11,-0.6,-2,-32,4,-20,13,-1
CCOc1ccc(C2/C(=C(\O)c3cccc(OC)c3)C(=O)C(=O)N2c2cc(C)on2)cc1OC (stereo not given),7,98,19,-0.1,-4,-31,1,-11,83,-3
COC(=O)c1[nH]c2ccc(C)cc2c1NC(=O)CN1CCCC(C)(C)C1,3,62,-18,-3.4,-2,-24,3,6,64,8
O=C(OCC#CCSc1nnc(-c2ccc(Br)cc2)o1)c1cccs1,4,66,8,-2.8,2,-24,5,-12,85,-2
O=C(Oc1cc2oc(=O)c3c(c2cc1Cl)CCCC3)c1ccco1,10,104,2,-1.9,0,-51,3,0,103,-1
Cc1csc2ncc(C(=O)Nc3ccc(C(F)(F)F)cc3)c(=O)n12,6,83,-8,-2.9,-2,-6,5,-61,82,6
CCc1ccc2[nH]c(=O)c(CN(CCN(C)C)C(=O)Nc3ccccc3OC)cc2c1,3,68,0,-5.7,-1,-28,9,-30,71,3
COc1ccc(C(=O)Nc2cc(C)cc(C)c2)cc1S(=O)(=O)N1CCOCC1,1,73,-4,-4.6,-2,-13,0,10,75,16
Cc1[nH]c2ccc(-c3nnc(SCC(=O)c4ccccc4F)o3)cc2c1C,3,87,-6,4.5,-1,-40,5,-7,95,-5
CCN(CC)CCCNC(=O)C(C)n1nc(C)c2sc3ccccc3c2c1=O (stereo not given),19,98,-2,-3.1,2,-4,4,-15,96,10
CCOc1ccc(-n2c(=O)cc(N3CCN(c4ccccc4)CC3)[nH]c2=O)cc1,9,107,-7,-1.1,4,-15,0,2,93,-5
NS(=O)(=O)c1ccc(NC(=O)COC(=O)CCC2CCCCC2)cc1,3,96,-5,-0.8,-3,-36,1,-15,95,3
O=C(CSc1nnc2sc3ccccc3n12)NCc1ccco1,10,63,-2,-0.3,.,-9,0,.,62,-4
CN1CCN(C(=O)C23CCC(C)(c4nc5ccccc5nc42)C3(C)C)CC1 (stereo not given),22,89,-3,-3.8,-4,-6,1,-6,85,10
Cc1cccc(C)c1OCC(=O)N=Nc1c(O)[nH]c2ccc(Br)cc12,18,104,-13,-1.6,.,-55,1,7,97,-9
CO/N=C/C(C#N)c1ncc(C(F)(F)F)cc1Cl (stereo not given),15,81,-12,0.2,.,19,1,-9,84,3
N#Cc1c(N)nc2c(c1N)CC(COc1ccccc1)O2 (stereo not given),5,94,-11,0.1,-1,-49,9,16,80,-11

# Whole records, looked up by structure. Order of values: Measles CPE	HCT116 PTEN-null	Yeast lifespan up	MRP-1 activ	Phagocyt inh	BB579 growth dn	NPY-Y2 antag	E-sel TNF inh	HCT116 bCat-KO	GALR2 antag
# Cc1ccc(/C=C/C(=O)N2CCN(S(=O)(=O)c3c(C)c(C)cc(C)c3C)CC2)o1 in the list: 13	72	-4	-2.8	-6	-15	8	.	67	6
# COc1ccc(Cn2c(-c3ccc(C)cc3)c[n+]3ccccc23)cc1 in the list: 5	16	11	-0.6	-2	-32	4	-20	13	-1

# Next section
SMILES,Measles CPE,HCT116 PTEN-null,Yeast lifespan up,MRP-1 activ,Phagocyt inh,BB579 growth dn,NPY-Y2 antag,E-sel TNF inh,HCT116 bCat-KO,GALR2 antag
CCOC(=O)N1CCN(c2cc3[nH]c(=S)[nH]c3cc2F)CC1,4,100,-3,0.6,-1,-37,-2,3,102,-4
CN(NC(=O)c1ccccc1)c1nc2ccccc2nc1C(F)(F)F,19,18,-2,-2.1,0,-38,2,-17,26,-3
Cc1ccc(Nc2nc(CSc3nnnn3-c3ccccc3)cs2)cc1,7,103,-11,1.5,-1,-63,2,-29,88,0
O=C(O)C1C2C=CC(C2)C1C(=O)Nc1ccc2c(c1)OCCO2 (stereo not given),5,98,-2,-1.8,-2,-3,2,-2,96,16
Clc1cccc(CSc2nccn2-c2ccccc2)c1,6,91,-3,1.3,.,-32,5,7,86,-2
CC1CN(c2ncnc3c2cnn3-c2ccc(Cl)cc2)CC(C)O1 (stereo not given),5,78,-12,-0.5,0,13,4,32,89,-4
O=C(COC(=O)COc1ccc2ccccc2c1)NC1CCCc2ccccc21 (stereo not given),8,95,0,-0.1,-6,-34,11,.,86,-6
CC1CCC(C(=O)NC(C(=O)N2CCN(c3ccccn3)CC2)C(C)C)CC1 (stereo not given),5,84,-4,-1.9,1,-21,-1,.,76,3
O=C(CCCOc1ccc(Cl)cc1Cl)N/N=C/c1ccc(Cl)cc1,13,99,-5,-1.8,-4,-30,-1,.,95,-13
COC(=O)N/N=C(\C)c1ccccc1Br,35,88,-9,-2.1,.,-15,0,19,94,1
CC1NC(=O)NC1CCCCC(=O)O (stereo not given),24,93,-7,-0.7,-1,-5,3,.,97,8
COc1cc(OC)c(/C=N/NC(=O)c2ccc([N+](=O)[O-])cc2)cc1Br,5,101,-11,-0.2,2,-87,2,-25,111,7
O=C(COC(=O)CC(NC(=O)c1ccccc1Cl)c1ccccc1)Nc1cccc(F)c1 (stereo not given),14,104,-1,1.9,-10,-7,0,26,92,-2
CNC(=O)Cn1nc(-c2ccc(C)c(S(=O)(=O)N(C)C)c2)c2ccccc2c1=O,15,112,.,-2.4,.,-17,0,9,85,12
COc1ccc2cc(C(N)=O)/c(=N/NC(=O)c3ccco3)oc2c1,5,88,4,-3.9,-9,-24,2,.,81,3
O=C(NCc1ccncc1)c1ccc(Cl)c(S(=O)(=O)N2CCOCC2)c1,5,102,-9,-3.5,-2,-14,-3,16,97,5
O=C(Nc1cccc(Cl)c1)Nc1ccc2c(c1)C(=O)OC2,19,98,-4,0.0,-7,-5,-3,.,90,-4
O=C(Cc1nn[nH]n1)NCc1ccccc1Cl,4,113,-16,-1.1,0,-2,1,6,94,12
O=C(COC(=O)C(Cc1ccccc1)NC(=O)c1ccco1)NC1CC1 (stereo not given),4,100&117,-8,1.4,-1,-14,-1,.,88,-8
COCCn1c(-c2ccccc2)nc2oc3ccccc3c(=O)c2c1=O,7,105,25,-0.2,1,-68,0,.,100,-4
Nc1nc(C2C(=O)CCCC2=O)cs1,18,95,-13,-0.6,1,2,1,3,100,-1
O=c1c2[nH]c3ccc(Cl)cc3c2ncn1Cc1ccccn1,19,99,-4,-1.2,-4,-44,2,6,94,0
Cc1ccc(-n2nnnc2SCC(=O)c2ccc3c(c2)NC(=O)CO3)c(C)c1,2,83&96,-10,-0.2,.,1,1,-2,94,-1
CC(=O)c1ccc(-c2nc3ccccc3n2C)o1,12,80,-27,-2.5,2,8,1,11,82,-2
O=C(Nc1nc2ccccc2n1CCN1CCOCC1)c1cn(-c2ccccc2)nc1-c1ccccc1,24,10,173*,-2.2,1,-61,5,.,17,-4

# An excerpt from above, limited to Yeast lifespan up and MRP-1 activ:
structure	Yeast lifespan up	MRP-1 activ
COC(=O)N/N=C(\C)c1ccccc1Br	-9	-2.1
CC1NC(=O)NC1CCCCC(=O)O (stereo not given)	-7	-0.7
COc1cc(OC)c(/C=N/NC(=O)c2ccc([N+](=O)[O-])cc2)cc1Br	-11	-0.2
O=C(COC(=O)CC(NC(=O)c1ccccc1Cl)c1ccccc1)Nc1cccc(F)c1 (stereo not given)	-1	1.9
CNC(=O)Cn1nc(-c2ccc(C)c(S(=O)(=O)N(C)C)c2)c2ccccc2c1=O	.	-2.4

# More results follow:
SMILES,Measles CPE,HCT116 PTEN-null,Yeast lifespan up,MRP-1 activ,Phagocyt inh,BB579 growth dn,NPY-Y2 antag,E-sel TNF inh,HCT116 bCat-KO,GALR2 antag
COC(=O)CN(C(=O)CSc1nnc(-c2cccc(OC)c2)o1)c1ccc(OC)cc1,10,112,9,-0.1,0,-72,2,.,100,0
CCOC(=O)c1cnn(Cc2ccccc2Cl)c1N,4,93,-12,1.1,0,-5,0,1,100,0
CCOc1ccccc1C(=O)Nc1cc(C(=O)NCCc2ccccc2)ccc1Cl,1,96,-11,-1.4,.,-11,1,-41,103,-2
CCN1C(=O)/C(=C\N2CCN(C)CC2)SC1=S,18,88,-13,-3.3,1,-56,3,.,89,-68
Cc1ccc(S(=O)(=O)N2CCCC2C(=O)NCc2ccco2)cc1 (stereo not given),15,88,1,-2.2,0,-26,-3,-16,82,-1
O=C(N/N=C/C=C/c1ccccc1)c1cccc(Br)c1,25,57,-22,0.7,.,-72,4,12,59,10
CC1(C)CCC(=O)N(c2ccccc2)C1=O,12,105,0,-2.5,-5,-9,2,.,98,-7
c1ccc(-c2nn3c(-c4ccco4)nnc3s2)nc1,4,91,-7,-0.8,-3,-23,4,18,93,1
O=C(NCc1ccc(Cl)cc1)C(=O)NCC1OCCN1S(=O)(=O)c1ccc2c(c1)OCCO2 (stereo not given),4,76,-4,2.3,.,-9,1,-1,77,3

# Not a retest: 4 of the compounds above.
SMILES,Measles CPE,HCT116 PTEN-null,Yeast lifespan up,MRP-1 activ,Phagocyt inh,BB579 growth dn,NPY-Y2 antag,E-sel TNF inh,HCT116 bCat-KO,GALR2 antag
COC(=O)CN(C(=O)CSc1nnc(-c2cccc(OC)c2)o1)c1ccc(OC)cc1,10,112,9,-0.1,0,-72,2,.,100,0
CCOC(=O)c1cnn(Cc2ccccc2Cl)c1N,4,93,-12,1.1,0,-5,0,1,100,0
CCOc1ccccc1C(=O)Nc1cc(C(=O)NCCc2ccccc2)ccc1Cl,1,96,-11,-1.4,.,-11,1,-41,103,-2
CCN1C(=O)/C(=C\N2CCN(C)CC2)SC1=S,18,88,-13,-3.3,1,-56,3,.,89,-68

# Source: PubChem (several laboratories)
